# MEP2 TOR yeast: alters MEP2-GFP fluorescence in TOR pathway yeast screen; S. cerevisiae MEP2-GFP strain, flow cytometry GFP, 3 h; 100% = DMSO control level; GFP response vs DMSO, % at 10 µM; 330,000 tested, 0.51% active;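 active = GFP response versus DMSO above a set limit, roughly screen mean plus 3 SD, cut at about 180% in these data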;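 note: median GFP fluorescence of the barcode-gated MEP2-GFP cells per well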
# LAP4-GFP MLPCN: alters LAP4-GFP fluorescence in TOR pathway yeast screen; S. cerevisiae LAP4-GFP multiplex, flow cytometry GFP, 3 h; median GFP as percent of DMSO wells; GFP response vs DMSO, % at 10 µM; 320,000 tested, 0.34% active; AID 2023;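 active = GFP response vs DMSO above a set limit, about the screen mean plus 3 SD, cut at about 150% in these data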
# proCasp7 act: counter-screen for procaspase-3 activators: activators of human procaspase-7. activation, % at 8.5 µM. AID 463210. recombinant procaspase-7, Ac-DEVD-pNA absorbance 405 nm; D23A/D198A/D206A triple mutant, cannot self-cleave; scale: DMSO 0, 5 µM enzyme 100. 330,000 tested, 0.093% active;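 active = percent activation above the screen-wide mean plus 3 SD, cut at about 25% in these data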
#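 Assay system: Uncleavable procaspase-7 mutant enzyme | Input: 2 µM procaspase-7 mutant as dispensed | Timing: 1 h compound preincubation, 2 h substrate cleavage, 25 °C | Repeats: One well per compound | Control set: DMSO wells as 0%, DMSO with 5 µM added PC-7 as 100% | Technique: Epi-absorbance of released pNA at 405 nm, two timepoints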
# ZTA counter: ZTA (EBV) inhibition in EBNA-1 counter-screen; P03206; ZTA-DNA binding, fluorescence polarization; inhibition, % at 11 µM; 320,000 tested, 0.15% active; in the data active = inhibition above about 33%
# procasp3 activ: activators of human procaspase-3 | P42574 | recombinant procaspase-3 D3A, Ac-DEVD-pNA absorbance 405 nm | 330,000 tested, 0.11% active | activation, % at 8.5 µM | AID 463141;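 active = activation above the mean of all tested compounds plus 3 SD, cut at about 21% in these data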;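 note: 0% = DMSO alone and 100% = DMSO wells spiked with extra 5 µM PC-3 D3A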
#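 Test system: Procaspase-3 D3A mutant; medium: Zinc-free HEPES/NaCl buffer with 0.01% Triton X-100 at pH 7.4; reagent: DEVD-pNA substrate; doses: one concentration, 8.5 µM nominal, 0.8% DMSO; times: 1 h preincubation plus 2 h reaction at 25 °C; signal: Epi-absorbance at 405 nm of released p-nitroaniline, 0 and 120 min; replicates: singlicate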
# AHR activator: activators of human aryl hydrocarbon receptor | P35869 | AHR-responsive luciferase reporter cells, luminescence | activation, % at 5 µM | 320,000 tested, 2.5% active; in the data active = activation above about 47%;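 note: 0% = vehicle wells and 100% = reference agonist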
# RPL19A TOR yeast: modulators of TOR pathway RPL19A-GFP in S. cerevisiae | S. cerevisiae RPL19A-GFP strain, flow cytometry, 3 h; hits give low values | percent response vs DMSO, % at 10 µM | 330,000 tested, 0.3% active;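 active = percent response vs DMSO below 50%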;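 note: median channel GFP fluorescence of the barcoded RPL19A-GFP strain; ratio of sample median GFP to plate DMSO average so 100% = DMSO; lower means less RPL19A-GFP as with rapamycin TOR inhibition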
# EBNA-1 inhibitor: blocks EBNA-1 binding to DNA | inhibition, % at 14.8 µM | EBNA-1 DNA binding, fluorescence polarization | 300,000 tested, 0.34% active; in the data active = inhibition above about 28%
# An asterisk follows results filed as active. Hits appear at their usual frequency (roughly 3.8% active in at least one column).
SMILES,MEP2 TOR yeast,LAP4-GFP MLPCN,proCasp7 act,ZTA counter,procasp3 activ,AHR activator,RPL19A TOR yeast,EBNA-1 inhibitor
CN1CCCCCC1=Nc1ccccc1C#N,100.9,103.5,6.6,2.3,7.9,5.0,99.6,-6.1
Cc1nc(CC(=O)N/N=C/c2ccc(OCC(=O)O)cc2)cs1,94.1,96.4,-3.7,2.7,0.1,3.9,92.3,-6.3
O=C(/C=C/c1cccc(F)c1)NNC(=O)c1ccncc1,97.4,99.8,3.5,-6.3,-3.7,1.2,95.8,-1.3
O=[N+]([O-])c1cccc(-c2cnc3ccccc3n2)c1,99.5,113.1,5.8,-5.5,-0.2,28.5,99.3,-9.9
O=C(c1ccc2c(=O)n(CCc3ccccc3)c(=O)[nH]c2c1)N1CCN(c2ccc(F)cc2)CC1,109.2,103.3,-5.6,-8.5,-11.3,-3.8,108.9,-5.5
Cc1cc2c(ncn2C)c(NS(=O)(=O)c2ccc(Cl)cc2)c1C,102.1,90.1,-0.8,7.0,-4.9,0.9,102.1,7.1
CCOc1ccc(S(=O)(=O)N2CCN(C(=O)CN3C(=O)NC4(CCCC4)C3=O)CC2)cc1,105.4,111.9,0.6,-5.2,-4.8,2.7,100.9,7.5
Cc1ccc(-c2cc(C(=O)Nc3c(C)n(C)n(-c4ccccc4)c3=O)[nH]n2)c(O)c1,101.3,98.5,-4.7,22.6,-6.9,0.7,97.8,13.1
c1ccc2c(c1)nnn2-c1ncnc2sc3c(c12)CCCC3,100.5,109.0,14.7,-2.6,-0.7,5.3,96.4,5.8
CCOC(=O)c1cc(COc2cc(Cl)cc(Cl)c2)on1,95.1,109.2,5.7,11.2,-3.5,-1.1,97.7,1.0
Cc1cccc2c(C(=O)n3cccn3)cc(-c3ccccc3Cl)nc12,99.4,100.2,3.1,-9.3,4.7,2.9,99.3,-3.6
CC1(C)NC(=O)N(CCOc2ccc([N+](=O)[O-])cc2)C1=O,90.5,99.3,4.0,4.5,5.3,2.3,100.0,10.9
COC(=O)CCSc1cc(NCCOC(C)=O)c([N+](=O)[O-])c2nonc12,103.6,94.5,12.0,-0.6,-2.2,-0.1,99.3,-3.2
Cc1ccc(N/N=C/c2cccnc2)cc1,150.5,106.1,-11.1,-12.7,-8.6,10.8,102.7,-8.0
CCOC(=O)C1=C(C)N(CCCC(=O)O)C(=O)NC1c1ccccc1OS(=O)(=O)c1ccc(C)cc1 (stereo not given),108.3,100.9,-1.0,-8.3,5.3,-0.6,101.5,0.1
COCCCNCC#CCOc1ccc(OC)cc1,106.5,95.8,-10.0,10.2,10.1,0.0,105.9,8.4
Cc1ccc(C(C)C)c(O)c1,108.8,107.6,0.3,3.2,7.7,0.1,101.4,6.1
Cc1cccc(C(=O)Nc2ccc(C(=O)N3CCCCC3C)cc2)c1 (stereo not given),90.2,98.9,10.2,-1.7,1.9,3.1,103.5,2.8
COc1ccc(C(=O)NCCS(=O)(=O)N2CCN(C(=O)c3ccco3)CC2)cc1,103.8,133.0,-4.9,-3.0,4.8,-1.2,111.2,5.7
Cc1cc(C)n(CC(O)Cn2c3ccc(Cl)cc3c3cc(Cl)ccc32)c(=O)n1 (stereo not given),109.4,112.2,-1.9,7.9,2.9,0.4,94.9,-5.7
O=C(/C=C/c1cc2c(cc1Br)OCO2)NCc1ccc(Cl)cc1,101.5,106.1,0.0,-6.3,5.4,13.0,99.4,-6.0
CNC(=O)c1ccc(NC(=O)Nc2ccccc2)cc1,111.3,96.6,-2.0,-13.5,4.2,8.9,100.0,1.0
CCOC(=O)[C@@H]1[C@H]2COc3ccc(Br)cc3[C@H]2N2C(=O)N(c3cccc(F)c3)C(=O)[C@]12C,95.5,125.7,-0.9,-17.6,3.1,-3.0,98.9,7.0
CCCC[C@@H]1CNCCN1CCCc1cc(OC)c(OC)c(OC)c1,86.8,110.7,-6.8,3.9,6.4,0.5,92.2,3.5
COc1ccc(C(=O)C2CCN(C(=S)Nc3ccc(F)cc3)CC2)cc1,97.7,128.5,-6.8,-5.3,-1.1,0.3,103.1,-6.5
COc1ccc(NC(=O)C(CCSC)N2C(=O)c3ccccc3C2=O)cc1 (stereo not given),105.5,118.5,-9.4,-1.4,0.0,-2.1,108.5,0.5
COc1ccc(CCNc2oc(COc3ccccc3F)nc2C#N)cc1,93.9,110.1,-0.2,-10.4,-1.1,6.2,97.1,3.7
CC(C)c1cc(C(=O)O)n(-c2ccccc2)n1,94.8,96.2,-5.9,5.3,4.1,-0.4,97.1,4.7
Cc1ccc(Oc2nccc(-c3ccc(Cl)cc3)n2)cc1,100.3,110.0,11.8,2.9,-1.7,-2.2,100.3,-10.1
O=C(Nc1ccc(F)cc1F)C1CCCN1S(=O)(=O)c1cccc2nsnc12 (stereo not given),103.7,104.2,5.1,24.1,2.3,-2.1,102.8,0.5
CC1=NC2(CCCc3c2no[n+]3[O-])N(O)C1(C)C (stereo not given),106.6,105.3,-26.1,1.3,-16.9,-1.3,102.1,-10.7
CCCn1c(N2CCN(Cc3cccc(C)c3)CC2)nc2c1c(=O)[nH]c(=O)n2C,98.8,99.7,15.0,-4.9,6.9,1.1,98.5,1.6
COc1cc(OC)c(NS(=O)(=O)c2cc(C(=O)OCC(=O)NCC3CCCO3)ccc2OC)cc1Cl (stereo not given),93.2,88.9,-7.1,0.4,-3.0,3.6,96.2,0.5
CC(NC(=O)CSC(=S)N1CCCC1)c1ccc(S(N)(=O)=O)cc1 (stereo not given),95.7,102.6,0.5,-1.4,-4.5,-0.9,102.0,13.1
Cc1c(-c2cc(Br)ccc2O)nc2cc3c(cc2c1C)OCO3,106.5,94.3,-4.5,-12.7,0.9,62.7*,99.5,-11.2
COc1ccc(C2C(C(C)=O)=C(O)C(=O)N2Cc2ccccc2)c(OC)c1 (stereo not given),105.1,104.8,3.1,4.5,7.9,1.7,102.5,1.7
C=CCN1C(=O)CS/C1=N\N=C\c1cccc([N+](=O)[O-])c1,97.1,108.2,1.9,-14.7,4.9,32.2,94.2,1.6
C/C(=N\NC(=O)C1CC1)c1ccc(NC(=O)c2ccc(Br)o2)cc1,99.2,102.3,-2.9,-4.5,-1.5,13.2,98.3,1.7
CCCC(C)C(=O)Nc1ccc(S(=O)(=O)Nc2nccc(C)n2)cc1 (stereo not given),96.6,86.9,-11.2,4.7,0.6,-1.8,89.9,-7.4
N#CCc1ccc(NS(=O)(=O)c2ccc(N3CCCC3=O)cc2)cc1,94.9,99.2,-1.2,13.2,6.5,1.1,100.9,-3.6
C=C(c1ccccc1Cl)[n+]1ccccc1,92.3,83.1,3.9,-7.4,-2.1,0.7,94.1,-15.6
COc1cccc(COC(=O)c2ccc3c(c2)NC(=O)C(C)S3)c1OC (stereo not given),108.1,104.2,10.5,-4.7,5.8,6.9,105.2,0.0
Cc1ccc(-c2cc(C(F)(F)F)c(C#N)c(=O)[nH]2)cc1,114.9,101.5,1.0,-17.4,9.3,12.9,107.1,3.6
Cc1ccccc1Nc1nc(N)nc(CSc2ccccc2)n1,100.2,99.4,-3.1,-4.8,4.9,39.3,103.2,3.7
Cc1cc(OCc2cn3cccnc3n2)ccc1Cl,102.8,97.7,12.1,-9.4,1.7,4.3,104.9,4.4
O=C(CCc1nnc2ccc(NCc3ccccc3Cl)nn12)NCC1CCN(C2CCCC2)C1 (stereo not given),114.5,109.2,2.6,4.8,3.1,-0.4,112.0,5.1
COc1cc2c(cc1OC)[C@@H]1Cc3ccc(OC)c(OC)c3CN1CC2,99.8,93.2,10.6,-4.5,7.0,5.6,100.2,8.8
CC(c1cccs1)N(Cc1ccco1)C(=S)Nc1ccc(F)c(Cl)c1 (stereo not given),97.1,113.2,-17.7,-3.0,-3.2,-0.5,99.8,0.8
CCN(CC)c1nc(SCCOC(=O)Nc2ccccc2)nc(N(CC)CC)n1,101.8,103.3,2.0,14.3,0.1,0.8,99.6,-3.5
S=C(NCc1ccco1)Nc1ccccc1,95.3,93.8,9.1,-1.0,-0.5,-0.7,96.7,3.7
CC(C)(C)OC(=O)N1CCC[C@H]1c1nnc(SCc2ccc(Cl)cc2)o1,89.5,94.8,2.6,-20.0,-3.0,2.6,95.0,-6.6
CNc1ccc(Br)cc(C(=O)/C=C/c2ccc3c(c2)OCO3)c1=O,105.4,97.1,-31.1,-8.2,-19.1,22.4,100.0,3.0
O=C(CN1CCCCC1)NN(Cc1ccccc1)c1ccccc1,95.7,111.2,1.2,-0.1,-0.2,-0.4,97.1,-4.0
Cc1ccc2c(c1)N(CC(=O)N1CCCC1)C(=O)C(C)O2 (stereo not given),99.5,95.2,-1.6,-2.2,-4.9,0.4,102.4,4.8
COCCN(Cc1cc2cc3c(cc2nc1Cl)OCO3)C(=O)c1ccc(C)cc1,102.6,93.5,10.1,1.9,0.3,24.3,106.0,10.8
Cn1c(C(=O)NCCN2CCN(c3ccccc3F)CC2)cc2c(=O)n(C)c3ccccc3c21,100.8,103.8,-7.3,2.9,11.4,11.7,92.0,3.7
CCN1CCN(C(=O)C2CCC(CNS(=O)(=O)c3ccccc3)CC2)CC1 (stereo not given),95.3,92.7,6.2,3.7,1.2,1.2,96.7,3.3
Cc1cnc(C)c(N2CCN(C(=O)C3CCC(=O)N(CCc4cccc(F)c4)C3)CC2)n1 (stereo not given),104.1,109.0,7.5,6.3,-10.0,-0.9,112.1,9.5
Cc1ccc(NC(=O)Cc2noc3ccccc23)nc1,103.5,85.4,4.8,-16.7,3.5,1.4,109.4,-0.1
CCCCC(=O)Nc1nnc(CCOC)s1,108.0,93.3,-5.3,13.2,2.2,-0.1,104.6,-14.0

# Continued.
SMILES,MEP2 TOR yeast,LAP4-GFP MLPCN,proCasp7 act,ZTA counter,procasp3 activ,AHR activator,RPL19A TOR yeast,EBNA-1 inhibitor
CCCc1c(C(=O)N/N=C/c2ccco2)nnn1-c1nonc1N,101.8,91.8,-8.1,-5.8,1.4,11.8,98.2,23.6
CCn1c(=O)n(CC)c2cc(N)ccc21,94.6,105.6,-4.5,7.6,-3.2,-0.1,96.9,2.3
COc1ccccc1N1CCN(C2CCCN(Cc3ccccc3OCCO)C2)CC1 (stereo not given),107.1,89.0,5.6,1.7,-5.8,-0.7,101.9,3.9
Cc1cc(N/N=C/c2ccc3c(c2)OCO3)nc2ccccc12,93.9,111.2,-8.8,-6.8,-12.5,11.1,97.9,-7.0
O=C(C1=C[C@@H](c2coc3ccccc3c2=O)C[C@@H](OCc2ccc(CO)cc2)O1)N1CCN(Cc2ccccc2)CC1,105.3,90.5,1.3,6.0,5.8,-1.9,97.9,-2.6

# Among those listed so far, these contain a nitro group on carbon:
SMILES,MEP2 TOR yeast,LAP4-GFP MLPCN,proCasp7 act,ZTA counter,procasp3 activ,AHR activator,RPL19A TOR yeast,EBNA-1 inhibitor
O=[N+]([O-])c1cccc(-c2cnc3ccccc3n2)c1,99.5,113.1,5.8,-5.5,-0.2,28.5,99.3,-9.9
CC1(C)NC(=O)N(CCOc2ccc([N+](=O)[O-])cc2)C1=O,90.5,99.3,4.0,4.5,5.3,2.3,100.0,10.9
COC(=O)CCSc1cc(NCCOC(C)=O)c([N+](=O)[O-])c2nonc12,103.6,94.5,12.0,-0.6,-2.2,-0.1,99.3,-3.2
C=CCN1C(=O)CS/C1=N\N=C\c1cccc([N+](=O)[O-])c1,97.1,108.2,1.9,-14.7,4.9,32.2,94.2,1.6

# Screening results as filed in PubChem BioAssay.
